# Bioassay records as filed in PubChem BioAssay.
# mIAP activ – increases mouse intestinal alkaline phosphatase activity | actives 0.24% (n = 330,000) | activation factor at 10 µM | muIAP, CDP-Star luminescence, 30 min; active compounds read high; 1 = vehicle-only enzyme signal, 0 = enzyme-free wells | AID 2805;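 active means activation factor of at least 2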; further: the source names both 10 and 20 µM as test concentration; values of inactives mirror those of a sister screen read the other way
#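 Assay system: mouse IAP enzyme; reagent: chemiluminescent substrate CDP-Star; dosing: test compounds delivered from DMSO solution; schedule: 30 min at room temperature; measured by: luminescence from enzymatic CDP-Star hydrolysis; controls: DMSO-only wells and no-enzyme negative control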
# APOBEC3A inh – inhibitors of human APOBEC3A DNA deaminase | AID 493011 | P31941 | inhibition, % at 20 µM | actives 0.41% (n = 330,000) | recombinant A3A, FAM/TAMRA ssDNA deamination fluorescence;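 active means at least 40% inhibition at 20 µM here, with at most 30% in a related deaminase screen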;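 further: plate controls were A3A with DMSO for no effect and wells lacking A3A enzyme for full effect; some results filed as inactive read as strong as hits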
# Target sequence (P31941 whole entry, looked up): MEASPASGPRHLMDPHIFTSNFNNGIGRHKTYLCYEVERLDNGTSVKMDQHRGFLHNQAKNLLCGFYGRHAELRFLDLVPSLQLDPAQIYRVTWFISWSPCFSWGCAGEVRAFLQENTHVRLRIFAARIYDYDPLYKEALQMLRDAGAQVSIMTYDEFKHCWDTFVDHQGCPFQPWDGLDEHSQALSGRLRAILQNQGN
# ATG4B inh – blocks human ATG4B protease cleavage of LC3 substrate; Q9Y4P1; ATG4B cleavage of LC3-PLA2, NBD-HPC fluorescence, 1 h; inhibition, % at 8.33 µM; actives 0.51% (n = 340,000); AID 504462; in the data active means inhibition above about 40%
# hIAP activ – increases human intestinal alkaline phosphatase activity. purified human IAP, CDP-Star luminescence, 30 min; active compounds read high; 1 = vehicle-only enzyme, 0 = enzyme-free background. activation factor at 10 µM. actives 0.16% (n = 330,000). AID 2524;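 active means activation factor of the enzyme at least 2-fold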; further: the source names both 10 and 20 µM as test concentration; values of inactives mirror those of a sister screen read the other way
# Target sequence (P09923 whole entry, looked up): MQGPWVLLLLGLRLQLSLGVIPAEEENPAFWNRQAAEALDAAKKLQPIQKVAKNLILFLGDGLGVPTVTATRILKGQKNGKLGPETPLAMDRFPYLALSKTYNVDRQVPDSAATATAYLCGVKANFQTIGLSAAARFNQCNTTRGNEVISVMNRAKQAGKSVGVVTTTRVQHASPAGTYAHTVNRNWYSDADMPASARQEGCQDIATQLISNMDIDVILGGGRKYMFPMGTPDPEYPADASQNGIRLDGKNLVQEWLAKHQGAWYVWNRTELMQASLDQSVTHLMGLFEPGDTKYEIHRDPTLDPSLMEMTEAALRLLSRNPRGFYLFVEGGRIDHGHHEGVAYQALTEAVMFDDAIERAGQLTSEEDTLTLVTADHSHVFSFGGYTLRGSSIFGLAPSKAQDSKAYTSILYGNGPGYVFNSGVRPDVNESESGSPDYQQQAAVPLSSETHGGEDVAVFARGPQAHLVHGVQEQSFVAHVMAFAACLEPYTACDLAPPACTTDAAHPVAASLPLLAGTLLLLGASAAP
# HKDC1 inh – HKDC1 (human) hexokinase inhibition. actives 0.16% (n = 340,000). Q2TB90. inhibition, % at 20 µM. recombinant HKDC1, G6PDH/diaphorase resazurin coupled fluorescence;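 active means inhibition above about 35% when tested at 20 µM, limit read from the data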;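 further: plate controls were DMSO wells with enzyme for no effect and DMSO wells lacking enzyme for full effect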
#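 Assay system: recombinant HKDC1 hexokinase; detection: coupled resazurin fluorescence, excitation 525 nm, emission 613 nm; benchmarks: DMSO-plus-enzyme-mix negative control, buffer-substituted positive control; compound dosing: single 20 µM dose; schedule: 90 min at room temperature in dark; also added: glucose plus 1 mM ATP as hexokinase substrates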
# mIAP inh – mouse IAP inhibition. purified mouse IAP, CDP-Star luminescence, 30 min. inhibition, % at 10 µM. actives 0.2% (n = 330,000). AID 2806;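 active means inhibition of at least 40% at 10 µM in the primary screen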;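 further: plate controls were DMSO with enzyme for no effect and no enzyme wells for full effect; values of inactives mirror those of a sister screen read the other way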
# hIAP inh – blocks human intestinal alkaline phosphatase. purified IAP, CDP-Star luminescence, 30 min. inhibition, % at 10 µM. actives 0.12% (n = 330,000);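 active means inhibition reaching a set limit with compound at 10 µM in the primary screen, cut at about 35% in these data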;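 further: plate controls were DMSO wells with enzyme for no effect and no-enzyme buffer wells for full effect; values of inactives mirror those of a sister screen read the other way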
# PfG6PD inh – PfG6PD (Plasmodium falciparum) enzyme inhibition. PfGluPho enzyme, NADPH resazurin-diaphorase fluorescence. inhibition, % at 20 µM. actives 0.78% (n = 350,000). AID 504690;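 active means inhibition reaching at least a set limit at 20 µM in the primary screen, cut at about 59% in these data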;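 further: 0% = DMSO wells with substrate and 100% = DMSO wells lacking glucose-6-phosphate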
# The depositor's hits bear a star.
SMILES,mIAP activ,APOBEC3A inh,ATG4B inh,hIAP activ,HKDC1 inh,mIAP inh,hIAP inh,PfG6PD inh
COC(=O)c1c(NC(=O)CSc2nc3ccccc3c(=O)n2-c2ccccc2)sc(C)c1C,0.86,2,9,1,12,14,-4,-17
NCCc1nnc(SCC(=O)Nc2ccc(Br)cc2)o1,0.91,-4,-1,1,-15,9,-5,20
Cc1ccc(SCC2(O)CCN(S(=O)(=O)c3ccc(Cl)cc3)CC2)cc1,1,-4,-28,0.82,4,-4,18,-7
COc1ccc(NS(=O)(=O)c2cc(C(=O)OC(C)C(=O)N3CCOCC3)ccc2Cl)cc1 (stereo not given),1,-1,4,1,3,0,-2,-21
O=C(Nc1ccccc1N1CCN(c2ccccc2)CC1)C1CCCCC1,1,-3,33,0.84,-4,0,16,22
COC(=O)Nc1nnc(COc2ccccc2)s1,1,0,7,0.85,0,-4,15,-5
CC(C)Oc1ccc(S(=O)(=O)N2CCOCC2)cc1NC(=O)CCCSc1ccccc1,1.1,-2,-7,1,3,-6,-5,1
O=C(Nc1ccc2c3c(cccc13)CC2)c1cccc([N+](=O)[O-])c1,0.91,-2,-2,1.2,-9,9,-24,29
CCC(C)NC(=O)C1CCN(S(=O)(=O)c2ccc(OC)cc2)CC1 (stereo not given),0.97,1,2,0.99,-4,2,0,5
Cc1ccc(S(=O)(=O)N2CCC[C@H]2C(=O)OCC(=O)c2ccc3c(c2)NC(=O)CO3)cc1,0.95,30,-9,1.1,-2,5,-5,-6

# 3 entries from above, ordered by the number in hIAP inh, descending:
SMILES,mIAP activ,APOBEC3A inh,ATG4B inh,hIAP activ,HKDC1 inh,mIAP inh,hIAP inh,PfG6PD inh
COC(=O)Nc1nnc(COc2ccccc2)s1,1,0,7,0.85,0,-4,15,-5
COc1ccc(NS(=O)(=O)c2cc(C(=O)OC(C)C(=O)N3CCOCC3)ccc2Cl)cc1 (stereo not given),1,-1,4,1,3,0,-2,-21
CC(C)Oc1ccc(S(=O)(=O)N2CCOCC2)cc1NC(=O)CCCSc1ccccc1,1.1,-2,-7,1,3,-6,-5,1

# Continued:
SMILES,mIAP activ,APOBEC3A inh,ATG4B inh,hIAP activ,HKDC1 inh,mIAP inh,hIAP inh,PfG6PD inh
CCOc1ccc(NC(=O)CCNC(=O)c2ccco2)cc1,0.99,19,0,1.1,-2,1,-11,-4
C/C(=N\NC(=O)c1ccc(O)cc1O)c1cccnc1,0.96,1,-7,0.98,-1,4,2,0
C[C@H](CO)N1C[C@H](C)[C@@H](CN(C)CC2CCCCC2)Oc2c(NS(=O)(=O)c3cn(C)cn3)cccc2C1=O,1.1,-3,6,1.1,-4,-9,-6,1
CC1(C)Cc2c(C#N)c(SCc3ccccc3)nc(N3CCOCC3)c2CO1,1,0,-2,1.1,1,-2,-10,9
COc1ccc(CCNC(=O)c2cc(COc3c(F)cccc3F)on2)c(OC)c1,1.1,-1,28,1.1,-1,-8,-7,-4
COc1ccc(S(=O)(=O)Nc2cccc3c2O[C@H](CN(C)S(=O)(=O)c2ccc(F)cc2)[C@H](C)CN([C@H](C)CO)C3=O)cc1,1,5,-16,0.98,-4,0,2,-10
Cc1ccc(NC(=O)[C@H](NC(=O)[C@@H]2Cc3ccccc3CN2)c2ccccc2)cc1,1,0,7,1,-4,-3,-2,7
CCCc1cc(-c2[nH]ncc2-c2ccc3c(c2)OCCCO3)c(O)cc1O,0.9,-2,-9,0.92,3,10,8,-23
CCN(CC)S(=O)(=O)c1ccc(O)c(NS(=O)(=O)c2ccccc2F)c1,0.82,-2,-2,0.98,-7,18,2,31
O=C(Cn1nc(-c2ccc(Cl)cc2)c2ccccc2c1=O)Nc1cccnc1,0.97,-1,-12,1,5,3,-1,-5
CC(=O)c1ccc(OCc2cc(C(=O)N3CCC(Oc4ccccc4C)CC3)no2)cc1,1.1,-2,-4,1.1,1,-6,-14,7
C/C=C/c1ccc(OCCCNCC(C)O)c(OC)c1 (stereo not given),0.98,1,-2,1.1,-2,2,-10,-7
Cc1ccc(C)c(CSC2=NN3CCCC(=O)N=C3S2)c1,1,1,27,0.97,-2,-5,3,-21
O=C(COC(=O)c1ccc([N+](=O)[O-])s1)NCc1ccccc1,0.95,3,7,1.1,3,4,-6,-6
Cc1cc(Nc2cccc([N+](=O)[O-])c2)c2cccc(C)c2n1,0.97,3,0,0.87,-3,3,13,24
O=C(O)CCCCCn1c(SCC(=O)N2CCCC2)nc2ccsc2c1=O,1,3,6,0.95,-13,-1,5,-14
CC1=C(C(=O)OCc2ccccc2)C(c2ccc(N3CCOCC3)cc2)NC(=O)N1 (stereo not given),0.95,-2,-1,0.98,-1,5,2,8
Cc1c(OC(C)C(=O)NCCCn2ccnc2)ccc2c3c(c(=O)oc12)CCC3 (stereo not given),0.91,-3,-5,0.88,1,9,12,-2
CCC(=O)c1cc(F)ccc1OCC(=O)Nc1ccc2c(c1)OCCO2,0.97,-4,5,0.9,-1,3,10,14
OCc1nc2ccccc2n1CCCOc1ccccc1,1,-1,-8,0.9,-8,-1,10,11

# 7 compounds picked at random from those above, as already listed:
SMILES,mIAP activ,APOBEC3A inh,ATG4B inh,hIAP activ,HKDC1 inh,mIAP inh,hIAP inh,PfG6PD inh
CCC(=O)c1cc(F)ccc1OCC(=O)Nc1ccc2c(c1)OCCO2,0.97,-4,5,0.9,-1,3,10,14
C/C=C/c1ccc(OCCCNCC(C)O)c(OC)c1 (stereo not given),0.98,1,-2,1.1,-2,2,-10,-7
CC(=O)c1ccc(OCc2cc(C(=O)N3CCC(Oc4ccccc4C)CC3)no2)cc1,1.1,-2,-4,1.1,1,-6,-14,7
OCc1nc2ccccc2n1CCCOc1ccccc1,1,-1,-8,0.9,-8,-1,10,11
O=C(COC(=O)c1ccc([N+](=O)[O-])s1)NCc1ccccc1,0.95,3,7,1.1,3,4,-6,-6
Cc1c(OC(C)C(=O)NCCCn2ccnc2)ccc2c3c(c(=O)oc12)CCC3 (stereo not given),0.91,-3,-5,0.88,1,9,12,-2
Cc1ccc(C)c(CSC2=NN3CCCC(=O)N=C3S2)c1,1,1,27,0.97,-2,-5,3,-21

# Additional compounds follow.
SMILES,mIAP activ,APOBEC3A inh,ATG4B inh,hIAP activ,HKDC1 inh,mIAP inh,hIAP inh,PfG6PD inh
CN(C)S(=O)(=O)c1ccc(NC(=O)COC(=O)c2ccccn2)cc1,0.96,-2,7,1.1,3,4,-5,-2
CCC(Sc1nc(-c2ccccc2)cc(=O)[nH]1)C(=O)O (stereo not given),0.96,-8,5,1.2,-8,4,-22,-5
O=S(=O)(Nc1cnc2ccccc2c1)N1CCCCCC1,0.94,-5,-5,1.1,2,6,-7,7
CN1CCN(S(=O)(=O)c2ccc(SCCOc3ccccc3)nc2)CC1,0.96,-6,-9,1.1,-1,4,-10,11
CC(C)(C)OC(=O)N1CCC(c2c(C(=O)NCC3CCN(C4CCCC4)C3)cnn2-c2ccc(F)cc2)CC1 (stereo not given),0.97,-4,2,1.1,-3,3,-12,-3
O=C(N/N=C/c1ccc([N+](=O)[O-])cc1)c1ccc(COc2ccccc2-c2ccccc2)cc1,0.9,0,-4,1.1,-7,10,-15,0
Cc1cc(NC(=O)CSc2nnc(C3COc4ccccc4O3)n2C)no1 (stereo not given),1,5,-8,1.1,-4,-2,-13,4
CN(CCO)c1ccc(-c2nn(C)c(=O)c3ccccc23)cc1[N+](=O)[O-],1,-2,-10,0.88,-2,-1,12,14
c1ccc2c(N3CCCCC3)nc(N3CCCC3)nc2c1,1.2,-1,-3,1.1,-2,-22,-6,0
Cc1cc([N+](=O)[O-])nn1CC(=O)c1ccccc1,0.97,1,-9,0.88,-6,3,12,2
Cc1cccc(/C=N/NC(=O)CNc2cccc3ccccc23)n1,0.96,2,-7,1.3,16,4,-27,18
Cc1ccccc1C(=O)Nc1nnc(-c2ccco2)s1,0.86,10,-3,1.1,-5,14,-8,-6
Cc1ccc2nc(N3CCN(C(=O)CCC(=O)O)CC3)nc(-c3ccccc3)c2c1,0.98,-2,-1,1.1,-2,2,-12,-3
O=C(CCN1CCCC1=O)NC1CCCc2c1cnn2-c1ccc(F)cc1F (stereo not given),0.99,2,-1,1.1,-4,1,-12,7
Cc1cc(N2CCOCC2)nc(NCc2ccccc2)n1,0.99,-2,-2,0.88,-8,1,12,6
Cc1ccc(Nc2nc(/N=C/NO)n[nH]2)cc1C,0.97,0,-5,2.5*,-8,3,-149,13
CSCc1ccc(C(=O)NC(C)c2cnn(-c3ccccn3)c2C)o1 (stereo not given),1,1,-1,0.98,-7,-3,2,-1
COc1ccccc1NC(=O)C1=C(C)Nc2ncnn2C1c1ccc(C)o1 (stereo not given),0.99,-4,-2,0.98,0,1,2,1
CCN=C(Nc1ccc2c(c1)OCO2)SC1CC(=O)N(c2ccccc2F)C1=O (stereo not given),0.97,5,-8,1.2,-7,3,-20,6
CCOC(=O)C1CCCN(Cc2cc(=O)oc3cc(C)c(C(C)C)cc23)C1 (stereo not given),0.86,0,-10,0.98,0,14,2,-20

# hIAP activ: what is marked active above.
SMILES,mIAP activ,APOBEC3A inh,ATG4B inh,hIAP activ,HKDC1 inh,mIAP inh,hIAP inh,PfG6PD inh
Cc1ccc(Nc2nc(/N=C/NO)n[nH]2)cc1C,0.97,0,-5,2.5*,-8,3,-149,13

# Back to the main list, repeating the two entries before the break.
SMILES,mIAP activ,APOBEC3A inh,ATG4B inh,hIAP activ,HKDC1 inh,mIAP inh,hIAP inh,PfG6PD inh
CCN=C(Nc1ccc2c(c1)OCO2)SC1CC(=O)N(c2ccccc2F)C1=O (stereo not given),0.97,5,-8,1.2,-7,3,-20,6
CCOC(=O)C1CCCN(Cc2cc(=O)oc3cc(C)c(C(C)C)cc23)C1 (stereo not given),0.86,0,-10,0.98,0,14,2,-20
CCc1cc(=O)oc2c(C)c(O)c(CN3CCCCC3)cc12,1.1,-6,-2,1.1,1,-11,-14,-13
O=C(Cc1csc(NC(=O)Nc2ccc(Cl)cc2)n1)NCc1cccnc1,1,-3,-5,1.1,1,-3,-13,-14
CCc1ccc(C2=NN(c3ccc(S(N)(=O)=O)cc3)C(c3ccc(F)cc3)C2)cc1 (stereo not given),1.7,-2,5,1.3,2,-67,-25,43
CC1CC(C)(C)NC(=S)S1 (stereo not given),0.96,-3,-3,1.1,-2,4,-6,38
Cc1cc2c(c(=O)n1CCc1ccccc1)C(c1ccco1)C(C#N)=C(N)O2 (stereo not given),1.1,-3,2,1.1,-1,-8,-8,-10
O=C(CCCN1C(=O)S/C(=C\C=C\c2ccccc2)C1=O)Nc1ccc(O)cc1,0.94,-2,-12,0.92,9,6,8,-5
Cc1cc2c(c(SCC(=O)Nc3ccc(C)c(C)c3)n1)C(=O)OC2,0.95,5,3,0.98,-7,5,2,-8
CCn1ccc(-c2ccccc2)c(C#N)c1=O,1.1,3,-5,0.9,-4,-7,10,13
COc1ccc(-c2c(-c3ccccc3)n(C)c3ccccc23)cc1,1,-4,5,1,6,-1,0,7
CN(C(=O)COC(=O)c1ccc(S(=O)(=O)N2CCOCC2)cc1)C1CCCCC1,0.88,3,-5,1.2,2,12,-15,-5
O=C(CSc1ncccn1)NCc1cccc(Cl)c1,1.1,0,-11,1.1,-11,-5,-15,23
Oc1ccc(Cl)cc1CNCc1ccc(F)c(F)c1,1,-1,6,1.1,-7,-1,-9,12
CC(=O)NCCC(=O)N1CCc2c([nH]c3ccccc23)C1c1cccc(C)c1 (stereo not given),0.98,-3,13,0.92,-5,2,8,8
